Source: PubChem (National Center for Advancing Translational Sciences (NCATS))
MmCpn inh = inhibitors of Methanococcus maripaludis chaperonin (MmCpn). AID 504842. hit rate 0.031% among 330,000. Potency, µM (doses to about 76.9 µM), for inactives: top-dose activity, negative = inhibition, hits mostly inhibitors. purified Mm-Cpn ATPase, ADP Transcreener TR-FRET; note: potency is the fitted concentration of half-maximal effect; % is set by controls: 0 for no effect and ±100 for the full control effect; nearly all actives have a fitted effect of over 80% in size
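ATPase turnover read by TR-FRET ADP competition (Eu cryptate antibody/ADP-d2, 665/590 nm): 10uM ATP final, 25nM Mm-CPN final, 30 min 37degC after 10-min compound preincubation, pH 7.4 Tris/KCl/MgCl2/DTT buffer.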
Nrf2 ARE act = activates Nrf2 signaling | AREc32 ARE-luciferase reporter (MCF7-derived line), luminescence, 24 h | hit rate 0.31% among 410,000 | Potency, µM (titrated, usually from 46.1 µM), for the others: at the highest dose activation, actives largely listed as activators | AID 624171; note: potency is the fitted concentration of half-maximal effect; % of control where 0% means no effect; nearly all actives have a fitted effect of over 65% in size
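Luminescent ARE reporter assay in AREc32_Fluc cells: overnight plating at 37 deg C, 24 hr compound incubation, Steady-Glo added, 30 min RT before reading.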
TGFb inhibitor = inhibitors of TGF-b signaling; HepG2 CAGA-GFP TGF-b/SMAD3 reporter, GFP fluorescence, 18 h; TGF-beta stimulated, 500 pg/mL final; hit rate 1.2% among 410,000; AID 588855; Potency, µM (highest dose often 46.1 µM), inactives show at the highest dose activity, negative = inhibition, usual class: inhibitors; note: potency is the fitted concentration of half-maximal effect; % is set by controls: 0 for no effect and ±100 for the full control effect; nearly all actives have a fitted effect of over 65% in size
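TGF-beta reporter screen: HEPG2 CAGA-GFP, 1% FBS, 500 pg/mL TGF-beta final, 18 h; per-cell GFP summed per well; curves fitted and categorized by class.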
EPAC2 ag = agonists of human EPAC2 (RAPGEF4); Potency, µM (titrated, usually from 154 µM), for inactives: at the top dose activation, actives largely listed as activators; EPAC2 activation, biochemical qHTS; response scale: 100% = 6.5 mM cAMP response; hit rate 0.079% among 360,000; note: potency is the fitted concentration of half-maximal effect; nearly all actives have a fitted effect of over 50% in size
Target sequence (Q8WZA2 whole entry, looked up): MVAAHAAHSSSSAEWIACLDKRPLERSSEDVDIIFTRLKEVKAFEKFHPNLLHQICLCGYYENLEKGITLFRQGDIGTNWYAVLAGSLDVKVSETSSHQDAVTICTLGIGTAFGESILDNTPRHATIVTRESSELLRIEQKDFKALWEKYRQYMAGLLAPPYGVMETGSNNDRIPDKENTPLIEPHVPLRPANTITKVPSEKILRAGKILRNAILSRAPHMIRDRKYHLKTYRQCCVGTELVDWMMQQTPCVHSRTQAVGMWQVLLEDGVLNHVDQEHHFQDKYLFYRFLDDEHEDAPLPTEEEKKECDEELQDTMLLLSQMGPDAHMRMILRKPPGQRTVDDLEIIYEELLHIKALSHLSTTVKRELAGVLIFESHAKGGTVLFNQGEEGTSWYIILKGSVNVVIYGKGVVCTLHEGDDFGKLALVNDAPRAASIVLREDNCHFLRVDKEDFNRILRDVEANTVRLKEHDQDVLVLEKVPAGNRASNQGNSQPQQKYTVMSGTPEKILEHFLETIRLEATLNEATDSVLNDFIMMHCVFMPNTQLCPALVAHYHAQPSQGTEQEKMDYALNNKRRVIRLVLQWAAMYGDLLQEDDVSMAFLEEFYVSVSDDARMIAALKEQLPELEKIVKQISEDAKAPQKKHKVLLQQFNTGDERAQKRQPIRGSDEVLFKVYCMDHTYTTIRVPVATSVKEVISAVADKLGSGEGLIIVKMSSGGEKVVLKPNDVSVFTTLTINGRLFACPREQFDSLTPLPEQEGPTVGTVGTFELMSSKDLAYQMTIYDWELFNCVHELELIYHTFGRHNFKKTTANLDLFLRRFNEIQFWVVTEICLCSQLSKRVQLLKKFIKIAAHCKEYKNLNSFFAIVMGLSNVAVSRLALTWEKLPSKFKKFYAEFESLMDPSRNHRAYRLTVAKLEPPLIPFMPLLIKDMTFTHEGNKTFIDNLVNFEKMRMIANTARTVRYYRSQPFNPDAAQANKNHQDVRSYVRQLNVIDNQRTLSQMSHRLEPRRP
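Exchange assay: 100 nM EPAC2 with 250 nM Rap1B-BODIPY-GDP and 50 uM GDP. Fluorescence (ex 480/em 540 nm) read every 5 min for 30 min at room temperature. Data normalized to 6.5 mM cAMP as agonist control.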
A549 viability = A549 cytotoxicity, counter-screen for Nrf2 inhibitors; A549 ARE-Fluc cells, CellTiter-Fluor viability, 18-24 h; Potency, µM (series often up to 46 µM), inactives show at the highest dose activity change, negative = cytotoxicity, most hits filed as inhibitors; hit rate 0.16% among 390,000; note: potency is the fitted concentration of half-maximal effect; % is set by controls: 0 for no effect and ±100 for the full control effect
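A549 ARE-Fluc cells in 5% FBS OPTI-MEM, 5000 cells/well, rested 2 h then exposed to compounds in concentration-response for 18-24 h at 37 °C. Viability by CellTiter-Fluor fluorescence (Ex 405/Em 525) after 30 min; luciferase luminescence (BugLite, 15 min, RT) read afterwards.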
CCT chaperon mod = changes cytosolic chaperonin activity; purified chaperonin ATPase assay, HTRF ADP detection, 30 min; activity change, % (concentration not given with the values), hits read low; hit rate 0.3% among 360,000; AID 651819; in the data active = activity change below about -30%; note: % is set by controls: 0 for no effect and ±100 for the full control effect
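ATPase activity: ADP formed was measured by HTRF Transcreener (665/615 nm ratio) after 30 min at 37 deg C with 10 uM ATP. Compounds screened at one 76 uM concentration against 40 or 20 nM TRiC in Tris pH 7.4/KCl/MgCl2/DTT buffer.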
Nrf2 block = Nrf2 pathway inhibition; A549 ARE-Fluc reporter, luciferase luminescence, 18-24 h; Potency, µM (doses to about 46 µM), inactives show top-dose activity change, negative = inhibition, usual class: inhibitors; hit rate 2.1% among 360,000; note: potency is the fitted concentration of half-maximal effect; % is set by controls: 0 for no effect and ±100 for the full control effect; nearly all actives have a fitted effect of over 60% in size
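Cells were seeded and rested 2 h, then exposed to compounds for 18-24 h. CellTiter-Fluor was read first as a viability measure. BugLite was added 15 min before the final luminescent read of ARE-luciferase activity in A549 cells.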
EPAC2 antagonist = antagonists of human EPAC2; Q8WZA2; EPAC2 GEF exchange of Rap1B-BODIPY-GDP, fluorescence; Potency, µM (top dose mostly 114 µM), without a hit: at the top dose activity, negative = inhibition, usual class: inhibitors; hit rate 0.18% among 360,000; AID 720708; note: potency is the fitted concentration of half-maximal effect; % is set by controls: 0 for no effect and ±100 for the full control effect; nearly all actives have a fitted effect of over 45% in size; many of its hits are not listed in these tables
Akt phos inh = blocks phosphorylation of Akt; hit rate 0.32% among 360,000; Neuro2A IGF-stimulated pAkt S473 HTRF, 20 min; stronger effect = lower value; activity change, % for hits at 50 µM; AID 651550; in the data active = activity change below about -80%; inconclusive = mostly about -51% to -80%; note: % is set by controls: 0 for no effect and ±100 for the full control effect
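Single-point screen (50 µM final compound) in Neuro2A cells stimulated 20 min with 6 nM IGF at 37 deg C. After lysis, Ser473-phosphorylated Akt read by HTRF (ex 330 nm, em 615/665 nm) as the 665/615 ratio.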
* marks the source's active call; other numbers are inactive results; i = inactive; ? = inconclusive; · = no result given; & = joins results of further samples; [ ] = dose if it differs, or a comment. Unless noted, calls come from the whole dose curve; as a rule, active = well fitted curve in the direction sought with a large enough effect; inconclusive = small, poorly fitted or top-dose-only effect, or another doubt; inactive = no such curve, though single readings can be large; an effect the other way counts as inactive or inconclusive.

Structure,MmCpn inh,Nrf2 ARE act,TGFb inhibitor,EPAC2 ag,A549 viability,CCT chaperon mod,Nrf2 block,EPAC2 antagonist,Akt phos inh
COC(=O)c1sc2ccccc2c1-n1cccc1C(=O)C(=O)Nc1ccc(OC)cc1,-7.1%,3.3%,-22.3%,8.8%,?,-0.2,·,4.8%,i
CCOC(=O)c1c(C)[nH]c(C(=O)OCC(=O)NC2CCS(=O)(=O)C2)c1C (stereo not given),-5.1%,7.0%,33.7%[activator],11.1%,0.7%,-2.5,-9.2%,-3.0%,-112.5%*
O=C(Nc1nnc([C@@H]2C[C@H](O)[C@@H](CO)O2)s1)Nc1cccc(Cl)c1Cl,·,5.7%,-1.2%,7.0%,·,0.2,·,21.6%,i
CCN(c1ccccc1C(=O)O)S(=O)(=O)c1cccc2nsnc12,-0.3%,0.3%,0.0%,6.2%,3.5%,0.0,-7.2%,2.2%,i
O=C(Nc1cccc(Cl)c1)C1C2C=CC3(O2)C1C(=O)N(CCCN1CCCCC1)C3C(=O)NC1CCCCC1 (stereo not given),-2.8%,-1.1%,8.7%,7.4%,-4.2%,-1.4,8.5%,-4.9%,i
CC1CC(C)(C)NC(=S)N1CCCC(=O)N1CCN(c2ccccc2F)CC1 (stereo not given),0.1%,0.0%,-16.9%,-2.4%,3.4%,-0.8,-8.0%,-7.7%,i
Cc1oc(-c2ccccc2F)nc1CS(=O)(=O)CC(=O)N1CCN(Cc2ccccc2)CC1,0.0%,-1.1%,-28.3%,2.6%,-11.2%,-2.3,?,3.7%,i
Cc1ccc(OC(=O)CCN2C(=O)c3ccccc3C2=O)cc1C,0.2%,0.3%,2.6%,8.3%,0.3%,1.8,-2.8%,-3.8%,i
CCOC(=O)CC1CCCCN1Cc1cn(C)nc1-c1ccc2c(c1)OCCO2 (stereo not given),-1.0%,0.3%,-3.7%,10.2%,8.0%,-1.7,4.2%,13.5%,i
CC(=O)c1cnn(-c2cc(Oc3ccccc3C)ncn2)c1C,1.9%,0.0%,-1.1%,-1.1%,-7.4%,-3.5,4.4%,-3.8%,i
Cc1ccc(NC(=O)C2CCCN2C(=O)c2cccs2)c(C)c1 (stereo not given),0.1%,-0.2%,4.4%,8.1%,-1.1%,-1.0,-27.3%,2.8%,i
CC(=O)OC1CCC2(C)C(=CCC3C2CCC2(C)C3CC3OC4(CCC(C)CN4)C(C)C32)C1 (stereo not given),3.5%,-0.4%,2.8%,1.4%,7.7%,2.8,16.8%,-1.2%,i
O=C(Nc1cccc(C(=O)O)c1)/C(=C\c1ccco1)NC(=O)c1ccccc1Cl,-4.6%,-0.6%,90.3%[activator],2.6%,4.5%,-0.3,7.8%,15.0%,i
FC(F)c1nnc2ccc(Cl)nn12,-0.1%,0.9%,-7.3%,4.6%,-6.9%,-4.7,15.9%,-2.3%,i
COc1ccc(Cn2c(C)c(C)c(C#N)c2NC(=O)Nc2ccccc2)cc1,-2.0%,2.3%,-0.9%,5.5%,-5.3%,-18.6,-3.4%,-0.3%,i
O=C(c1cnn(C(=O)c2ccccc2F)c1)c1ccccc1O,-3.9%,2.9%,-17.1%,5.6%,-3.6%,0.5,4.3%,13.1%,i
Cc1c(C(=O)NCc2ccc3c(c2)OCO3)sc(=O)n1Cc1cccc(F)c1,·,3.0%,-2.7%,1.4%,·,0.3,·,-5.7%,i
O=C(NNC(=S)Nc1ccccc1)c1cc(-c2cccnc2)nc2ccccc12,0.9%,0.3%,4.0%,-14.7%,4.6%,-4.5,-15.6%,0.8%,i
Cn1nccc1C(=O)NC1CCCc2c1cnn2-c1ccc(C(C)(C)C)cc1 (stereo not given),-15.5%,3.1%,-4.0%,-4.7%,-19.1%,-1.1,0.731µM*,-9.1%,i
Cc1cc(S(=O)(=O)NCCC2=CCCCC2)ccc1Br,3.0%,0.7%,?,6.4%,-10.6%,-3.4,?,-25.2%,i
Cn1c(=O)c2c(nc(NCCO)n2C)n(C)c1=O,-12.9%,-0.4%,-13.4%,-1.5%,10.4%,-2.0,?,3.2%,i
CCc1ccc([C@H]2[C@@H]3C(=O)C[C@@H]4C(=O)NC(=O)[C@@H]4[C@@H]3CN2S(=O)(=O)c2ccc(C)cc2)cc1,·,0.2%,-13.8%,1.5%,·,1.0,·,-21.6%,i
CCCN1CCN(CCCNC(=O)CN2C(=O)c3cccnc3Oc3ccc(C)cc32)CC1,1.5%,0.3%,0.5%,11.0%,-0.4%,-2.2,9.7%,6.9%,i
CN1CCN(c2ccc(NC(=O)c3ccc4c(c3)OCO4)cc2)CC1,-0.1%,-0.4%,-2.1%,-1.8%,-1.3%,0.4,26.7%,7.4%,i
COC(=O)[C@H]1[C@H]2C[C@H]3c4[nH]c5ccccc5c4CCN3C[C@@H]2CC[C@@H]1O,-3.0%&-1.5%,3.2%&-0.2%,3.7%&6.1%,11.2%&3.1%,2.9%&-1.6%,-1.3&-2.1,8.7%&27.6%,-1.7%&9.2%,i
CCc1c(C)nc(SCCOc2ccc(OC)cc2)[nH]c1=O,-0.2%,9.3%,3.9%,1.3%,2.7%,0.4,7.9%,0.6%,i
CCc1nnc(NC(=O)CSc2nc3c(cc2C#N)CCCC3)s1,-1.2%,3.5%,-10.9%,-14.7%,-2.4%,-0.7,?,8.5%,i
Fc1ccc(-c2nnc(-c3ccc(Cl)cc3Cl)o2)cc1,-0.4%,-0.5%,-0.1%,1.7%,2.3%,1.3,?,-11.1%,i
NS(=O)(=O)c1ccc(NCCCn2ccnc2)c([N+](=O)[O-])c1,0.3%,3.4%,5.6%,9.4%,-3.3%,-3.3,11.2%,1.8%,i
COc1ccccc1Nc1c([N+](=O)[O-])cncc1[N+](=O)[O-],0.0%,0.1%[9.22 µM],?,3.9%,-14.3%,-2.1,-15.0%,-9.3%,i
CCOCCCNC(=O)C(c1ccc(Cl)cc1)N(Cc1cccs1)C(=O)c1ccc(NC(C)=O)cc1 (stereo not given),·,-0.7%,-11.2%,·,-3.7%,·,-23.0%[9.27 µM],·,·
C=CCn1c(Cc2ccc(OC)cc2)nnc1SCc1nc2ccccc2c(=O)[nH]1,1.0%,0.0%,?,-16.9%,-4.4%,0.5,4.1%,6.5%,·
CC(=O)Nc1sc2c(c1C(N)=O)CCC2,-2.3%,-0.7%,?,-1.9%,-8.4%,0.3,?,5.1%,i
O=C(c1cc(F)ccc1F)C1CCCN(Cc2cccn2-c2ccccn2)C1 (stereo not given),2.6%,6.1%,-19.3%,6.7%,-4.4%,-1.6,4.9%,11.3%,i
O=C(Nc1cccc(Oc2c(F)c(F)c(F)c(F)c2F)c1)N1C[C@@H]2C[C@@H](C1)c1cccc(=O)n1C2,0.2%,-0.4%,17.4%,1.8%,1.1%,3.0,2.7%,-2.5%,i
COCCNC(=O)c1cn(C)c2ccc(S(=O)(=O)N(C)C3CCCCC3)cc2c1=O,0.4%,0.5%,7.5%,4.7%,-18.4%,-2.0,7.0%,19.4%,i

Copied from the list:
Value for NS(=O)(=O)c1ccc(NCCCn2ccnc2)c([N+](=O)[O-])c1 under Nrf2 ARE act: 3.4%
Value for O=C(c1cc(F)ccc1F)C1CCCN(Cc2cccn2-c2ccccn2)C1 (stereo not given) under A549 viability: -4.4%

The listing picks up, starting 2 compounds before the break.
Structure,MmCpn inh,Nrf2 ARE act,TGFb inhibitor,EPAC2 ag,A549 viability,CCT chaperon mod,Nrf2 block,EPAC2 antagonist,Akt phos inh
O=C(Nc1cccc(Oc2c(F)c(F)c(F)c(F)c2F)c1)N1C[C@@H]2C[C@@H](C1)c1cccc(=O)n1C2,0.2%,-0.4%,17.4%,1.8%,1.1%,3.0,2.7%,-2.5%,i
COCCNC(=O)c1cn(C)c2ccc(S(=O)(=O)N(C)C3CCCCC3)cc2c1=O,0.4%,0.5%,7.5%,4.7%,-18.4%,-2.0,7.0%,19.4%,i
COc1cc(OC)c(/C=N/NC(=O)COc2cccc3cccnc23)c(OC)c1,-0.2%,6.5%,-6.6%,14.4%,3.0%,-0.9,5.6%,-0.4%,i
CC(C)(C)c1nc(NC(=O)Nc2ccccc2)sc1Br,2.2%,3.6%,?,-6.9%,-12.2%,-10.3,?,-18.1%,i
Cc1cccc(Nc2nnc(SCC(=O)NC3CCCc4ccccc43)s2)c1 (stereo not given),3.8%,0.3%,?,2.6%,?,-2.9,?,-0.9%,i
COCCn1c(=S)[nH]c2cc(C(=O)NCC3CCCO3)ccc2c1=O (stereo not given),-14.6%,0.2%,2.7%,1.5%,-15.6%,-2.5,-15.5%,-4.6%,i
CCC(C)C(NC(=O)c1ccccc1NC(=O)c1ccco1)C(=O)NC1CCCCC1 (stereo not given),1.0%,-0.5%,-10.7%,-13.7%,-8.0%,-0.1,-10.7%,11.0%,i
O=C(NC1CC1)c1cccc(S(=O)(=O)N2CCOCC2)c1,-2.0%,-0.1%,-0.7%,8.6%,5.8%,0.4,8.3%,7.2%,i
COCCC(=O)N1CCC(n2nccc2NC(=O)CCc2ccccc2)CC1,-0.9%,-0.6%,9.3%,-3.8%,2.1%,-2.2,3.6%,3.0%,i

This is a subset; rates above refer to the full screens.
